Bioassay records as filed in PubChem.
P. falciparum M1AAP: malaria alanyl aminopeptidase activity blockers – biochemical, fluorogenic H-Leu-NHMec substrate, 1536-well (AID 1445) | recombinant M1AAP, H-Leu-NHMec fluorogenic kinetic assay; higher % means a stronger effect | hit rate 0.42% among 220,000 | inhibition, % at 30 µM; hits with a dose series show IC50 in µM;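 active means primary inhibition above the hit cutoff, then over 50% inhibition at one or more dose response concentrations, cut at about 23% in these data, passing the limit was not always enough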;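 further: plate controls were DMSO full reaction for no effect and no enzyme background for full effect; strong numbers were not always called active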
b-catenin transl: modulators of beta-catenin nuclear translocation. HeLa beta-catenin nuclear translocation, immunofluorescence imaging. nuclear translocation activity, % at 5 µM. hit rate 0.3% among 190,000. AID 1665;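 active means nuclear translocation activity above 50% at 5 µM, with a well cell count of 50 or more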;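 further: per-cell ratio of nuclear to cytoplasmic median beta-catenin stain intensity; plate controls were DMSO negative control for no effect and GSK-3 inhibitor IX positive control for full effect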
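Test system: human HeLa cells, endogenous beta-catenin. Times: 24 h compound exposure, 37°C. Measured by: beta-catenin immunofluorescence imaging with DAPI.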
T cell modulator: T cell immune modulation candidate | 2C CD8+ T cell-vesicle binding, flow cytometry; stronger effect = lower value | calls only at 7 µM | hit rate 0.068% among 330,000 | AID 2052;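 active means response, share of CD8 T cells binding vesicles, and their 90th percentile fluorescence all below set limits, cut at about 80% in these data, passing the limit was not always enough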
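Read-out – percent CD8+ FL2 mean versus row control · System – murine 2C transgenic CD8+ T lymphocytes · Times – 1.5 h cell–vesicle binding at 37 °C, then 20 min icy labelling · Control set – naked vesicles low, QL9 vesicles with vehicle high · Detection – cytometric PE anti-B7-1 and Alexa647 anti-CD8 signals after 1% paraformaldehyde fixation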
Dynein transport: dynein cargo transport inhibition; 3617.4 mouse cells, GR-EGFP nuclear translocation imaging; test concentration mostly 20 µM; stimulated with dexamethasone, 1 µM; stronger effect = lower value; z-score, hits read low; hit rate 0.47% among 220,000;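 active means plate z-score of nuclear minus cytoplasmic receptor signal below a set negative limit, without overly bright fluorescence or cell loss, cut at about -3.5 in these data, passing the limit was not always enough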;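 further: z-score of nuclear minus cytoplasmic ring GR-EGFP intensity difference per well; some compounds called inactive have numbers as strong as hits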
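Buffer or medium: tet-free, stripped-serum medium; Also added: dexamethasone, 1.0 µM final; Technique: high-content fluorescence imaging after fixation; Times: 48 h induction, 1 h compound, 30 min dex at 37 °C; Read-out: per-cell GR-EGFP intensity, nucleus versus surrounding cytoplasmic ring, well-averaged.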
Autophagy HCS: modulators of autophagy; MEF GFP-LC3 puncta imaging; test concentration mostly 10 µM; calls only at 10 µM (by protocol); hit rate 0.98% among 190,000; AID 463193;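 active means percentage of spot-positive cells more than 3 SD above its plate mean, without a fluorescence outlier flag or 80% toxicity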;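 further: spot-positive cell cutoff set from DMSO-treated cells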
MT stabilizer: microtubule stabilizers in HeLa cells; % tubulin-high responders, % at 10 µM; hit rate 0.83% among 200,000; HeLa tubulin immunostaining HCS, 24 h; share of cells brighter than vehicle mean+2SD;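 active means plate Z-score above 3 for both tubulin-high and condensed-nucleus cell shares, with cell loss under 80%, at 10 µM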;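 further: anti alpha tubulin signal scored within the nucleus-defined area of each cell; some results filed as inactive read as strong as hits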
Yfh1-off respiration: enhancers of respiration in Yfh1-depleted yeast, dose response, Friedreich's ataxia, plus single-dose screen (AID 1465) | S. cerevisiae Yfh1-off respiration, WST-1 reduction, 72 h; higher fold induction means a stronger effect | one-dose fold induction at 50 µM; EC50 in µM for titrated hits | hit rate 0.074% among 220,000;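 active means fold induction of absorbance versus untreated yeast above a set limit, then at least 30% activation at any dose in follow-up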;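 further: activators that raise dye reduction in frataxin-depleted yeast; strong numbers were not always called active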
M17LAP inhibition: P. falciparum M17LAP inhibitors, primary screen, biochemical, fluorogenic H-Leu-NHMec substrate, 1536-well (AID 1619). inhibition, % at 30 µM; hits with a dose series show IC50 in µM. recombinant M17LAP, H-Leu-NHMec fluorogenic kinetic assay; higher % means a stronger effect. hit rate 0.38% among 220,000;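 active means compound inhibiting the enzyme by more than half at any dose during confirmatory dose-response retesting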;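 further: plate controls were full reaction with DMSO carrier for no effect and no enzyme background for full effect; strong numbers were not always called active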
WT yeast gro inh: growth inhibition of WT yeast, mitochondrial fusion screen | mitochondrial fusion phenotypic screen, WT strain | inhibition, % at 10 µM | hit rate 2.1% among 190,000 | AID 1362; in the data active means inhibition above about 58%; tested in S. cerevisiae
WT yeast gro inh mutant strain: also measured in WT yeast gro inh; calls as there; inhibition, %; mitochondrial fusion phenotypic screen, mutant strain inhibition
Dynein transport cytoplasmic EGFP: also measured in Dynein transport; calls as there; z-score; measured here: cytoplasmic GR-EGFP intensity; stronger effect = higher value
Dynein transport nuclear GR-EGFP: further read-out of Dynein transport, marked with its call; z-score; measured here: nuclear GR-EGFP intensity;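 lower value marks the stronger effect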
Dynein transport cell count: recorded beside Dynein transport, whose call it bears; z-score; measured here: cell count per field
b-catenin transl cell count 5 µM: recorded beside b-catenin transl, whose call it bears; cell count; measured here: cell count, cytotoxicity flag
T cell modulator vesicle-bound %: recorded beside T cell modulator, whose call it bears; double positive events, %; measured here: CD8+ vesicle-bound cell fraction;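 binding gate set so that unloaded-vesicle control wells show 10% double positive cells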
MT stabilizer Hoechst-high %: recorded beside MT stabilizer, whose call it bears; % Hoechst-high responders; measured here: nuclear condensation Hoechst responders;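 share of cells brighter than vehicle mean plus two SD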
MT stabilizer cytotoxicity %: further read-out of MT stabilizer, marked with its call; toxicity, %; measured here: cytotoxicity by cell density;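 0% = mean cell density of plate MIN control wells and 100% = no cells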
Autophagy HCS cell loss 18 h: further read-out of Autophagy HCS, marked with its call; toxicity, %; measured here: cell loss, nuclei count;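 cell loss after 18 h compound exposure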
* hit, by the source's call; i = inactive; . = no result given. This is a subset; count on the stated rates, not on these rows.

Values run as follows: P. falciparum M1AAP | b-catenin transl | b-catenin transl cell count 5 µM | T cell modulator | T cell modulator vesicle-bound % | Dynein transport | Dynein transport cytoplasmic EGFP | Dynein transport nuclear GR-EGFP | Dynein transport cell count | Autophagy HCS | Autophagy HCS cell loss 18 h | MT stabilizer | MT stabilizer Hoechst-high % | MT stabilizer cytotoxicity % | Yfh1-off respiration | M17LAP inhibition | WT yeast gro inh | WT yeast gro inh mutant strain
- CCC(C(=O)N1CCC2(CC1)OCCO2)c1ccccc1 (stereo not given)
  6.1% | -2.1 | 1101 | i | 7.2 | -0.574 | -0.259 | -0.345 | 0.0444 | i | -0.2 | 4.3 | 2.0 | 6.6 | i | -0.5% | -13.4 | -3.2
- CCCc1nc2ccccc2c(=O)n1-c1cccc(OC)c1
  10.3% | . | . | i | 31.4 | -0.405 | -0.327 | 0.104 | -0.0348 | i | 10.3 | 4.6 | 3.1 | 10.1 | i | 1.6% | -31.0 | -8.2
- CCCCNC(=O)c1c(N)n(Cc2ccc3c(c2)OCO3)c2nc3ccccc3nc12
  2.5% | -0.6 | 983 | i | 33.4 | -0.485 | -0.00412 | -0.351 | 0.307 | i | 8.1 | 19.8 | 8.3 | 29.3 | i | -4.9% | -13.8 | -2.8
- COc1ccc(S(=O)(=O)NCc2ccc(C(=O)N3CCC4(CC3)OCCO4)cc2)cc1
  -4.3% | -4.7 | 959 | . | . | 2.7 | -0.147 | 3.11 | -2.26 | i | 12.2 | 5.4 | 1.8 | 11.8 | i | -14.7% | -0.3 | 4.2
- O=C(Cc1ccccc1)Oc1ccc(N2C(=O)CCC2=O)cc1
  -2.1% | -1.4 | 1139 | i | 24.0 | -0.885 | 0.114 | -0.304 | 1.14 | i | -1.5 | 3.3 | 1.9 | 6.2 | i | -1.0% | 4.6 | -7.2
- NCC(O)c1ccc(O)cc1 (stereo not given)
  -2.6% | . | . | i | 49.7 | 0.453 | -0.0534 | 0.68 | 0.234 | i | 34.0 | 4.0 | 1.8 | 7.7 | i | -1.3% | 12.2 | 8.0
- COC(=O)C1=C(N)Oc2c(c(=O)oc3ccccc23)[C@]12C(=O)N(C)c1ccccc12
  0.2% | -6.6 | 818 | i | 50.8 | 0.457 | -0.134 | 0.664 | 0.36 | i | -1.8 | 3.9 | 1.6 | 5.6 | i | -5.8% | -1.9 | -17.2
- CCS(=O)(=O)N1CCCC(C(=O)N2CCC3(CC2)OCCO3)C1 (stereo not given)
  -0.7% | 1.5 | 1343 | i | 10.4 | -0.323 | -0.326 | -0.556 | 0.457 | i | 4.1 | 3.7 | 1.7 | 8.3 | i | -0.8% | 11.8 | -0.4
- COc1ccccc1N1C(=O)NC(=O)/C(=C/c2ccc([N+](=O)[O-])s2)C1=O
  8.5% | -0.3 | 1252 | i | 58.5 | -5.79* | 2.3* | -2.25* | -1.97* | . | . | . | . | . | i | 26.5% | . | .
- COc1ccc(OC)c(C2=NOC(C(=O)N3CCC4(CC3)OCCO4)C2)c1 (stereo not given)
  6.1% | 0.4 | 1048 | i | 10.5 | -0.794 | -0.257 | -0.147 | 0.995 | i | -3.5 | 2.8 | 0.1 | 6.5 | i | 11.3% | -10.6 | -7.2
- Cc1ccc(-c2cc(C(=O)N3CCC4(CC3)OCCO4)no2)cc1
  8.2% | -0.1 | 1008 | i | 42.3 | -1.32 | -0.324 | -0.81 | 2.08 | i | 11.5 | 3.0 | 2.2 | 5.9 | i | -2.7% | 10.0 | 6.2
- COc1ccc2nc3oc(C(=O)N4CCC5(CC4)OCCO5)cc3cc2c1
  -3.9% | -4.4 | 1115 | i | 50.3 | 1.09 | -0.0529 | 0.863 | -1.07 | i | -6.4 | 2.3 | 2.6 | 3.9 | i | -1.1% | 18.2 | 1.9
- C=CCN1C(=O)c2ccccc2Sc2ccc(C(=O)N3CCC4(CC3)OCCO4)cc21
  -2.8% | . | . | i | 55.8 | 0.969 | -0.238 | -0.598 | 0.477 | i | 3.9 | 2.1 | 2.2 | 6.5 | i | -2.0% | -0.1 | -19.2
- Cc1ccc(O)c(CN2CCN(c3ccccc3)CC2)c1
  2.9% | -2.2 | 1250 | i | 12.2 | 1.34 | -0.0423 | 1.45 | -1.59 | i | -1.9 | 3.6 | 2.5 | 0.5 | i | 1.2% | 3.6 | -10.8
- CC(c1ccc(F)cc1)n1cc(C(=O)NCc2ccc3c(c2)OCO3)nn1 (stereo not given)
  0.7% | -1.2 | 1156 | i | 29.0 | -0.774 | -0.421 | -0.509 | 0.0649 | i | 13.6 | 2.5 | 2.1 | 10.7 | i | -6.3% | 3.5 | -0.8
- CCCCNC(=O)Nc1ccc(C(O)(C(=O)OC)C(F)(F)F)cc1 (stereo not given)
  -0.3% | 0.0 | 1161 | i | 61.0 | 0.396 | -0.348 | 0.561 | -0.26 | i | -0.1 | 4.0 | 2.3 | 7.1 | i | 15.7% | 0.9 | -1.1
- CN1C(=O)N(C)C(=O)C2(Cc3ccccc3N3CCCC32)C1=O (stereo not given)
  4.7% | 0.0 | 1392 | i | 23.3 | -0.776 | -0.228 | -0.475 | 0.739 | . | . | . | . | . | i | -2.7% | . | .
- O=C(Nc1ccccc1OC(=O)N1CCOCC1)N1CCOCC1
  -4.4% | 1.4 | 925 | i | 33.8 | -0.733 | -0.209 | -0.251 | 0.471 | i | 8.8 | 2.0 | 2.0 | 20.7 | i | 5.4% | -16.6 | -9.4
- CCCC1=C(C(=O)OCC)C2(C(=O)Nc3ccccc32)C(C#N)=C(N)O1 (stereo not given)
  9.4% | -0.3 | 698 | i | 20.4 | 3.09 | -0.152 | 1.99 | -2.18 | i | -12.7 | 4.8 | 2.6 | 6.7 | i | -5.0% | 3.8 | -15.1
- CCOC(=O)c1c(C)n(Cc2ccco2)c2ccc(OC)cc12
  2.9% | -5.7 | 950 | i | 39.4 | -1.13 | -0.352 | -0.23 | 0.624 | i | 15.1 | 3.4 | 2.0 | 7.2 | i | -4.6% | 0.9 | 1.4
- CCOC(=O)c1sc(/N=C/c2c(O)n(-c3cccc(C)c3)c(=O)[nH]c2=O)c(C#N)c1C
  14.7% | 3.6 | 956 | i | 40.0 | -0.161 | -0.153 | 0.00589 | 0.00768 | i | -7.7 | 5.7 | 1.4 | 6.7 | i | -3.7% | 4.4 | -8.6
- CCCCn1c(NS(=O)(=O)c2ccccc2)c(C(=O)OCC)c2nc3ccccc3nc21
  74.3µM* | 2.5 | 946 | i | 43.3 | 0.347 | -0.138 | 0.278 | -0.0191 | i | 16.8 | 4.2 | 1.7 | 0.2 | i | -455.6% | 15.2 | 9.2
- CN(C)C(Cc1ccccc1)C(=O)c1ccc(-c2ccccc2)cc1 (stereo not given)
  5.5% | -4.0 | 1068 | i | 24.1 | -0.795 | -0.242 | 0.25 | 1.19 | i | 0.3 | 2.0 | 1.5 | 6.7 | i | 10.4% | 28.0 | 7.1
- O=c1c2ccccc2nc(CNc2ccccc2)n1-c1ccccc1
  4.3% | -1.1 | 1346 | i | 24.3 | 0.254 | -0.199 | 0.543 | -0.0505 | . | . | . | . | . | i | -0.6% | . | .
- CNCCc1nc(N)n[nH]1
  -1.6% | -7.3 | 1143 | i | 41.9 | -0.138 | 0.028 | -0.00963 | 0.703 | i | -1.4 | 2.8 | 2.7 | 3.2 | i | -3.9% | 2.1 | 11.0
- COc1cc(CN2CCN(C(=O)COc3ccccc3)CC2)cc(OC)c1OC
  -3.1% | -1.7 | 1399 | i | 1.3 | -0.501 | -0.241 | 0.023 | 0.437 | i | 20.7 | 6.6 | 2.7 | 5.1 | i | 6.8% | 4.9 | -6.1
- COc1ccc(C2C(C(=O)N3CCC4(CC3)OCCO4)CC(=O)N2c2ccc(OC)cc2)cc1 (stereo not given)
  7.9% | -1.6 | 1035 | i | 27.7 | -0.757 | -0.208 | 0.16 | 0.115 | i | -5.2 | 3.7 | 2.6 | 9.3 | i | 0.4% | -2.3 | 1.2
- CCOC(=O)N1CCC(NC(=O)CCc2nc(C3=CCN(C)CC3)no2)CC1
  1.9% | 0.9 | 1359 | i | 52.1 | 0.582 | -0.283 | 0.386 | 0.0176 | i | -4.2 | 6.2 | 5.1 | 6.0 | i | 7.2% | 15.2 | 49.7
- Cc1ccc(-n2c(O)c(/C=N/NC(=O)c3ccncc3)c(=O)[nH]c2=O)cc1
  12.6% | 1.5 | 972 | i | 42.3 | 0.961 | -0.212 | 0.777 | -0.352 | i | 27.6 | 6.2 | 2.4 | 9.9 | i | 27.7% | 7.6 | -6.3
- COc1cccc(NP(=O)(Oc2ccccc2Cl)Oc2ccccc2Cl)c1
  3.7% | -0.1 | 1094 | i | 47.8 | -0.521 | -0.24 | -0.23 | 0.206 | i | 10.2 | 2.3 | 2.9 | 11.7 | i | 3.7% | 39.9 | 20.5
- CC(C(=O)Nc1ccc(Br)cc1C(=O)c1ccccc1)N1CCCCC1 (stereo not given)
  1.2% | . | . | i | 34.9 | 0.207 | -0.2 | 0.39 | 0.0766 | i | 0.2 | 2.2 | 1.6 | 6.1 | i | -1.8% | . | .
